SARS 3CLpro inh: SARS-CoV 3CLpro protease inhibition | P0C6X7 | recombinant SARS-CoV 3CLpro, quenched FRET peptide cleavage | inhibition, % at 6 µM | 290,000 tested, 0.14% active | AID 1706; in the data active means inhibition above about 12%
Vc quorum ag: quorum light induction in luxS cqsA deficient V. cholerae | 350,000 tested, 0.16% active | activation, % at 18.7 µM | V. cholerae BH1578 lux reporter, luminescence, 6 h; in the data active means activation mostly above about 9.7%, no sharp cut-off; further: not every result past the cut was called active; inactives centre near 0; reference of the scale not given here
MazEF act: increases E. coli MazEF RNase cleavage of RNA | 350,000 tested, 0.32% active | AID 504720 | FAM/BHQ RNA-DNA oligo cleavage fluorescence, 5 h | P0AE70 | activation, % at 20 µM; in the data active means activation above about 50%
PrPC surface inh: reduces human prion protein on the cell surface | cell surface PrPC, TR-FRET read-out | 370,000 tested, 0.43% active | inhibition, % at 13.8 µM; in the data active means inhibition above about 24%; further: 0% = median of the test wells and 100% = reference compound wells
CCHF vOTU inh: CCHFV vOTU protease inhibition; Pep-AMC fluorescence; inhibition, % at 11.5 µM; 370,000 tested, 0.55% active; in the data active means inhibition above about 30%; further: 0% = vehicle wells with enzyme and 100% = no enzyme wells
VHR inh abs: blocks human VHR1 dual specificity phosphatase | P51452 | recombinant VHR phosphatase, pNPP absorbance | inhibition, % at 13.3 µM | 290,000 tested, 0.52% active | AID 1654; in the data active means inhibition above about 50%; further: some compounds called inactive have numbers as strong as hits
TcdB inh: blocks C. difficile toxin B glycohydrolase activity; AID 652162; TcdB glycohydrolase enzymatic assay, plate reader; P18177; inhibition, % at 9.99 µM; 350,000 tested, 0.24% active; in the data active means inhibition above about 10%
Rv3671c inh: inhibitors of M. tuberculosis serine protease Rv3671c | P9WHR9 | AID 2606 | 320,000 tested, 0.048% active | inhibition, % at 5.96 µM; in the data active means inhibition above about 38%;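 further: extracellular domain of Rv3671c used as enzyme; 0% = enzyme with DMSO and 100% = no enzyme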
SSB-PriA inh: K. pneumoniae PriA-SSBct interaction inhibition. AlphaScreen SSBct-PriA binding, biotinylated peptide. inhibition, % at 33 µM. 430,000 tested, 0.6% active; in the data active means inhibition mostly above about 37%, no sharp cut-off; inactive means mostly below about 20%;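 further: plate controls were negative control peptide for no effect and reference peptide for full effect; strong numbers were not always called active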
Yp Topo-I inh: inhibitors of Yersinia pestis topoisomerase I; 360,000 tested, 0.064% active; Y. pestis Topo-I cleavage product accumulation, plate reader; AID 504884; activity, % at 10 µM; in the data active means activity above about 50%, passing the limit was not always enough; further: inactives centre near 2
Numbers without * were called inactive; i = inactive; x = no result given; & = joins results of further samples.

SMILES	SARS 3CLpro inh	Vc quorum ag	MazEF act	PrPC surface inh	CCHF vOTU inh	VHR inh abs	TcdB inh	Rv3671c inh	SSB-PriA inh	Yp Topo-I inh
c1ccc(COc2ccc(OCCN3CCCC3)cc2)cc1	1	0.0	5	4	-8	2	x	-8	7	-9
Cc1ccc(S(=O)(=O)NCC2CCC(C(=O)N3CCOCC3)CC2)cc1 (configuration not stated)	-1	i	-4	9	6	52*	1.9	-8	2	1
Cc1cc([N+](=O)[O-])ccc1NC(=O)CSc1nnc(C)n1C	3	0.3	5	-17	0	-4	0.4	6	-10	5
COC(CNC(=O)C(=O)NCC1OCCN1S(=O)(=O)c1ccccc1)OC (configuration not stated)	-5	-2.2	-4	-3	8	14	0.8	0	0	4
COc1cc(/C=N/NC(=O)c2cc(-c3ccccc3)nc3ccccc23)cc(OC)c1O	-2	0.4	8	-2	1	0	-5.0	0	x	12
O=C1/C(=C/c2ccccn2)SC(=S)N1N1CCOCC1	-5	-0.3	-2	7	5	6	-0.9	-1	-8&-4	5
O=C(O)CC1(CC(=O)O)Nc2ccccc2SC1=O	x	i	1	7	-12	x	2.1	x	-6	-7
COc1cccc(C(=O)Nc2nnc(-c3ccc(Cl)cc3)o2)c1	x	-0.3	5	6	0	10	0.0	-11	-11	8
CCCNC(=O)Nc1cc(OC)c(OC)cc1Cc1nccc2cc(OC)c(OC)cc12	1	-1.0	7	-8	-2	46	2.4	x	-7	-4
Cc1cc(=O)n2[nH]c(=O)c(N=Nc3ccccc3)c2[nH]1	3	i	-1	-43	16	37	x	-4	-15	0
O=C(C[C@H]1C/C=C\C[C@H](NC(=O)OCC2c3ccccc3-c3ccccc32)C(=O)OC[C@@H]2CCCN2C1=O)NCCO	x	0.0	-7	2	7	x	0.7	4	x	5
C#CCOCCOCCOCCNc1nc(N2CCN(C(=O)[C@H](CCCCN)n3cc([C@@H](N)[C@H](C)CC)nn3)CC2)nc(N2CCN(C(=O)[C@H](CCC(=O)O)n3cc([C@@H](N)CCSC)nn3)CC2)n1	x	-1.9	13	-3	-7	x	1.6	3	-3	-9
Cc1ccc(S(=O)(=O)N2CCOCC2)c(C)c1NS(C)(=O)=O	7	-0.4	-11	5	-4	0	x	-11	-3	-5
CN(c1ccccc1C(=O)N1CCN(c2ccccc2)CC1)S(C)(=O)=O	1	x	8	-6	22	42	x	-6	1	7
O=C(N/N=C/C=C\c1ccco1)c1cccs1	4	i	2	-11	14	1	-0.4	-1	x	-16
O=C(NCc1n[nH]c(=S)n1-c1cccc(C(F)(F)F)c1)c1ccco1	-5	-0.7	10	4	7	1	-0.4	-12	-8	-2
O=C(OCc1ccccc1F)c1cc2ccccc2cc1O	-4	-0.7	-6	-7	15	2	0.2	-10	-39	17
CC(C)N(C(=O)CSc1nnc(Cn2nnc3ccccc32)n1C)C(C)C	0	-1.4	5	3	-2	15	x	-2	-21	4
C[C@]12CCC3C(CC[C@H]4CC(=O)CC[C@]34C)C1CCC2=O (some centres not stated)	x	i	-2	5	2	x	1.8	4	-8	-8
CN(CC(=O)N1CCN(c2ccccn2)CC1)S(=O)(=O)c1cccc2nsnc12	-7	-0.4	5	-7	5	6	x	1	0	-2
Cc1ccc(N(CC(=O)NCC2CCCO2)C(=O)CCC(=O)Nc2ccccn2)cc1 (configuration not stated)	6	i	2	-2	-5	16	0.9	2	-25	2
COc1ccc(C(=O)N(c2ccccn2)C2CCCCC2)c(OC)c1	4	i	-6	0	8	17	2.9	5	6	7
CCCCC(=O)Nc1ccccc1C#N	-6	-0.2	0	4	6	9	x	-1	-6	-7
COc1ccccc1N1CCN(C(=O)c2cc(C)on2)CC1	-7	-0.3	7	-2	14	-9	0.5	-7	4	-5
Cc1cc(C)c(S(=O)(=O)NCCCn2ccnc2)c(C)c1	0	i	-1	5	4	7	x	-2	-5&3	13
CCOC(=O)CSc1nc2sc3c(c2c(=O)[nH]1)CC(C)(C)OC3	1	i	4	-4	-17	16	x	-2	-9	0
COc1cc(/C=C/C(=O)OCc2c(C)noc2C)ccc1OC(F)F	-3	i	-26	0	-4	-6	1.6	-4	-38	-3
COc1ccc(NC(=O)N2CCCCC2)cc1	-2	-0.2	-3	-1	-8	-4	x	2	-9	-7
Cc1ccc(-c2cc(C(=O)N3CCC4(CC3)OCCO4)no2)cc1	3	2.7	5	2	8	-4	-0.5	-1	1	4
C/C(=C\c1ccc(N)cc1)c1nc2ccccc2[nH]1	2	i	2	5	6	17	4.5	0	-11	1
CCCC(OC(=O)CC1Sc2ccccc2NC1=O)C(=O)NCc1ccco1 (configuration not stated)	-2	i	2	-1	-6	14	x	-8	4	8
CN(c1ccccc1C(=O)Nc1ccc2ccccc2c1)S(C)(=O)=O	x	i	5	8	-5	x	1.8	-4	0	2
Cc1sc2ncnc(N3CCC(C(=O)NNC(=O)COc4ccccc4F)CC3)c2c1C	x	i	3	4	7	x	0.5	3	1	33
C#Cc1ccc([C@H]2C=C(C(=O)NCc3nc4ccccc4[nH]3)O[C@@H](OCC)[C@@H]2CCCO)cc1	x	-1.1	-6	14	-3	x	x	-25	3	14
CC(NCc1ccc2c(c1)OCO2)C(=O)NC1CCCc2ccccc21 (configuration not stated)	2	0.6	2	-5	-1	-2	x	4	-13	7
O=C(c1ccc(Cl)cc1Cl)N1CCN(c2ccccn2)CC1	7	i	-1	7	-14	21	0.6	1	-8	9
COc1ccccc1NC(=O)COc1ccccc1C(=O)c1cnn(-c2ccccc2)c1	-3	i	2	11	8	-18	0.7	-12	-5	6
O=C(O)CN(c1ccccn1)S(=O)(=O)c1ccccc1	-6	0.0	-1	0	6	24	x	9	-2	-5
CCOC(=O)CN1C(=O)c2ccccc2C1=O	-6	-0.3	11	-4	17	0	x	-2	-15	-4
COc1cc2nc(SCc3c(C)noc3C)n(CCC3=CCCCC3)c(=O)c2cc1OC	0	1.6	3	0	-7	30	x	1	-5	10

Full records, quoted from the list.
C#Cc1ccc([C@H]2C=C(C(=O)NCc3nc4ccccc4[nH]3)O[C@@H](OCC)[C@@H]2CCCO)cc1 reads SARS 3CLpro inh = x; Vc quorum ag = -1.1; MazEF act = -6; PrPC surface inh = 14; CCHF vOTU inh = -3; VHR inh abs = x; TcdB inh = x; Rv3671c inh = -25; SSB-PriA inh = 3; Yp Topo-I inh = 14
CCOC(=O)CN1C(=O)c2ccccc2C1=O reads SARS 3CLpro inh = -6; Vc quorum ag = -0.3; MazEF act = 11; PrPC surface inh = -4; CCHF vOTU inh = 17; VHR inh abs = 0; TcdB inh = x; Rv3671c inh = -2; SSB-PriA inh = -15; Yp Topo-I inh = -4

Retrieved one by one from the list above:
SMILES	SARS 3CLpro inh	Vc quorum ag	MazEF act	PrPC surface inh	CCHF vOTU inh	VHR inh abs	TcdB inh	Rv3671c inh	SSB-PriA inh	Yp Topo-I inh
Cc1ccc(N(CC(=O)NCC2CCCO2)C(=O)CCC(=O)Nc2ccccn2)cc1 (configuration not stated)	6	i	2	-2	-5	16	0.9	2	-25	2
Cc1ccc(-c2cc(C(=O)N3CCC4(CC3)OCCO4)no2)cc1	3	2.7	5	2	8	-4	-0.5	-1	1	4
CN(c1ccccc1C(=O)Nc1ccc2ccccc2c1)S(C)(=O)=O	x	i	5	8	-5	x	1.8	-4	0	2

(more compounds)
SMILES	SARS 3CLpro inh	Vc quorum ag	MazEF act	PrPC surface inh	CCHF vOTU inh	VHR inh abs	TcdB inh	Rv3671c inh	SSB-PriA inh	Yp Topo-I inh
Cc1ccc(C)c(C(=O)CN2C(=O)NC3(CCc4ccccc43)C2=O)c1 (configuration not stated)	x	1.2	4	10	0	x	0.3	0	-3	12
Cc1ccc(NC(=O)Nc2ccc3c(c2)OCO3)cc1F	-1	0.7	-1	5	-1	19	-1.0	-3	2	-5
N#Cc1ccc(-c2cccnc2)nc1SCC(=O)Nc1sc2c(c1C#N)CCC2	-6	-0.4	23	x	x	0	1.2	-5	-3	-1
Cc1cccc(NC(=O)C2(c3cccs3)CCOCC2)c1	0	i	-10	7	7	0	x	0	-12	-1
Cc1cc(-c2ccccc2)n2nc(C)c(C#N)c2n1	0	-0.2	3	-6	-25	1	x	-1	-31	3
Cc1cc(C)nc(SCC(=O)Nc2sc3c(c2C#N)CCC(C)C3)n1 (configuration not stated)	0	i	4	10	7	x	x	-1	-3	8
S=C(NC1CCCCC1)N1CCC(C2C=NC=N2)CC1 (configuration not stated)	x	-0.3	x	-7	6	x	1.1	x	x	-3
COc1ccc(S(=O)(=O)N2CC(=O)Nc3ccccc32)cc1	-2	i	-2	5	-13	15	0.3	-11	-10	2
COc1ccc(CCNC(=O)CSc2nc3[nH]ncc3c(=O)n2-c2ccc(Br)cc2)cc1OC	2	-0.3	7	2	3	20	0.6	-3	-21	1
Nc1ccc(-c2cc3ccccc3oc2=O)cc1	-8	i	4	-24	1	8	1.3	7	-6	3
Cc1ccc(S(=O)(=O)Nc2ccc(N3CCOCC3)cc2)cc1[N+](=O)[O-]	-5	-0.9	6	5	-6	22	-2.1	0	12	8
CCc1c(C)nc2cc(-c3cc(OC)cc(OC)c3)nn2c1N1CCCC1	-6	-0.4	-18	5	-2	14	1.8	-1	-32	36
CC(=O)c1cccc(NC(=S)NC(=O)Cc2ccc(Cl)cc2)c1	0	-0.3	5	-5	-2	6	0.3	0	-12	-18
COc1cc(C(C)=O)ccc1COc1ccc(C(=O)OCC(N)=O)cc1OC	1	i	10	-7	-11	-18	x	-4	1	9
O=c1cc(-c2ccccc2)nc(SCc2ccccc2F)[nH]1	1	-0.3	3	1	9	26	-2.0	1	3	27
CC(C)(C)C1CCC(=NNC(=S)NCc2ccccc2)CC1 (configuration not stated)	4	-0.2	-2	1	5	9	-0.5	-9	-6	3
O=C1NN(c2ccc(F)c(Cl)c2)C(=O)/C1=C\c1cccc(OC(=O)c2cccs2)c1	2	-0.5	-1	9	27	-14	x	7	-9	-31
COC1(NC(=O)c2ccccc2)C(C)=CC(=O)C=C1C	-3	-0.7	1	-6	10	-12	0.3	13	-20	-6
CC=Cc1cc2c(c(=O)o1)C(=O)C(O)C(C)O2 (configuration not stated)	x	i	6	3	2	x	-1.0	x	1	4
CCOC(=O)COc1ccc(S(=O)(=O)Nc2ccc(C)cc2)cc1	-2	2.0	-2	5	2	9	x	4	-10	8
CCCOC(=O)c1cc(-c2ccc(C=O)o2)ccc1Cl	-1	-0.3	-6	0	10	1	0.1	-1	-19	15
CC(=O)Nc1ccc(NS(=O)(=O)c2ccc3c(c2)NC(=O)CC(=O)N3)cc1	0	-0.3	8	-3	7	-2	3.4	-2	-11	8

This is a subset; count on the stated rates, not on these rows.
